# PP1 inh: PP1-alpha (human) inhibition in PP5 counter-screen | inhibition, % at 6.7 µM | purified PP1alpha, OMFP fluorescence | actives 0.9% (n = 320,000) | P62136;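 active = inhibition above the mean inhibition of all tested compounds plus 3 SD, computed separately for each screening campaign, cut at about 15% in these data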
# PREPL inhibitor: inhibits the human prolyl oligopeptidase-like enzyme | Q4J6C6 | inhibition, % at 5.96 µM | AID 2751 | actives 0.68% (n = 320,000) | recombinant PREPL, fluorescence polarization activity-based probe; in the data active = inhibition above about 43%;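 also: 0% = enzyme with DMSO and 100% = wells lacking enzyme; many of its hits are not listed in these tables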
# Target sequence (Q4J6C6 whole entry, looked up): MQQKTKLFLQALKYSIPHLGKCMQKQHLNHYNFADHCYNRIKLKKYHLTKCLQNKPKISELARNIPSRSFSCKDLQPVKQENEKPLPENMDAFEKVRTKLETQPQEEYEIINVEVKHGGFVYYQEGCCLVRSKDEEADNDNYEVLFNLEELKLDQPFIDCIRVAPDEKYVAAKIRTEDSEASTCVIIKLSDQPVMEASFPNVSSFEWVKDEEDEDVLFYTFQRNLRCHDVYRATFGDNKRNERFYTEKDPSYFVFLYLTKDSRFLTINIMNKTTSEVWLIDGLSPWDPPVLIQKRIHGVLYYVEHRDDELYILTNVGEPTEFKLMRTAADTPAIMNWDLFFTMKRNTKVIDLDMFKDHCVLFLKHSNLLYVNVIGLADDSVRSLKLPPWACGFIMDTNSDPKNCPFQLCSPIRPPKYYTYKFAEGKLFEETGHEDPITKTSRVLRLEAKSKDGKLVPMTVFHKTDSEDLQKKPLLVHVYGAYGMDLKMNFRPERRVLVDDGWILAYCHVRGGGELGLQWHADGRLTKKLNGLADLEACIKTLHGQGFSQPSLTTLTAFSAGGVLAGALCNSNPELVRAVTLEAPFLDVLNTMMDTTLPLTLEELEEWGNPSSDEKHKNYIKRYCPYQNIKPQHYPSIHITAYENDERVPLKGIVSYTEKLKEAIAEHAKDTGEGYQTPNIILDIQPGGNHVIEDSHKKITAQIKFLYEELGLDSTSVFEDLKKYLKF
# ZTA DNA inh: counter-screen for EBNA-1 inhibitors: inhibitors of Epstein-Barr virus ZTA | P03206 | ZTA-DNA binding, fluorescence polarization | inhibition, % at 11 µM | actives 0.15% (n = 320,000); in the data active = inhibition above about 33%
# Target sequence (P03206 whole entry, looked up): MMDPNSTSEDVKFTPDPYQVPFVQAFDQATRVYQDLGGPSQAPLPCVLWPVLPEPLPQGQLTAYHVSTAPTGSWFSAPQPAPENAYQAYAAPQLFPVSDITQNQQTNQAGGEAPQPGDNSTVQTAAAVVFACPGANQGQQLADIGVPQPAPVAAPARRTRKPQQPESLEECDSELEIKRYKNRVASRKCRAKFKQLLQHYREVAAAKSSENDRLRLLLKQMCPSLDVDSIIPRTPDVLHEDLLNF
# EBNA-1 inh: blocks EBNA-1 binding to DNA; AID 1950; EBNA-1 DNA binding, fluorescence polarization; actives 0.34% (n = 300,000); inhibition, % at 14.8 µM; in the data active = inhibition above about 28%
# Efflux pump mplx: inhibitors of Candida antifungal efflux pumps expressed in yeast; actives 0.44% (n = 330,000); inhibition, % at 10 µM; S. cerevisiae Candida pump triplex, Nile Red efflux;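 active = plate passing quality check with inhibition over a set limit, or well fluorescence over plate mean plus 4 SD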;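 also: Nile Red retained in pooled yeast measured as flow cytometry median fluorescence; 0% = buffer negative control and 100% = Enniatin B positive control; higher means more Nile Red kept so more efflux inhibition; some compounds called inactive have numbers as strong as hits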
# PP5 inh: inhibitors of human protein phosphatase 5 (PP5); purified PP5c, OMFP substrate fluorescence; inhibition, % at 6.7 µM; actives 0.18% (n = 320,000); AID 1987;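 active = inhibition above the campaign's mean inhibition across all tested compounds plus 3 SD, cut at about 9.5% in these data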;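 also: 0% = DMSO only and 100% = 100 µM cantharidin control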
# CTSL1 counter: cathepsin L1 inhibition, PFM18AAP counter-screen; recombinant F. hepatica cathepsin L1, Z-Leu-Arg-MCA fluorescence; inhibition, % at 5.96 µM; actives 0.49% (n = 300,000); AID 1906;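 active = inhibition above the mean of all tested compounds plus 3 SD, set per screening campaign, cut at about 17% in these data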;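 also: 0% = plate median of test compound wells and 100% = 1 µM Z-Phe-Ala-diazomethylketone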
# TPT1 inhibitor: C. albicans TPT1 enzyme inhibition; inhibition, % at 5 µM; recombinant caTPT1, FP RNA substrate dephosphorylation; actives 0.81% (n = 300,000);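 active = inhibition above the mean of all tested compounds plus 3 SD, set per screening campaign, cut at about 24% in these data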;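 also: plate controls were DMSO alone for no effect and ferristatin control at 100 nM for full effect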
# core dimer inh: HCV core protein dimerization inhibition. TR-FRET GST/Flag-core106 dimerization, 1536-well. inhibition, % at 5 µM. actives 0.33% (n = 300,000);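 active = inhibition above the mean of all tested compounds plus 3 SD, set per screening campaign, cut at about 45% in these data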
#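 Assay system – GST-tagged and Flag-tagged HCV core protein residues 1-106 · Quantity – core106 proteins, GST 13.5 nM and Flag 17 nM · Benchmarks – unlabelled core106 and no-GST-core106 wells · Read-out basis – percent inhibition of core106 dimerization signal · Detection – time-resolved FRET, ex 340 nm, em 617 and 671 nm · Schedule – 4 h at 22.5 °C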
# Numbers without * were called inactive; . = no result given.
SMILES,PP1 inh,PREPL inhibitor,ZTA DNA inh,EBNA-1 inh,Efflux pump mplx,PP5 inh,CTSL1 counter,TPT1 inhibitor,core dimer inh
COC(=O)Cc1c(O)ccn(CCc2ccccc2)c1=O,-1,1,2,-2,-0.1,-0.2,1,0,2
C[C@H](NC(=O)N1CCn2c1nc1ccccc12)C(=O)NCc1ccco1,1,0,7,-3,0.0,-0.3,-2,-2,-2
CCN(CC)c1ccc(/C=N/NC(=O)c2ccc3nc[nH]c3c2)c(O)c1,4,33,-30,-5,0.1,1.4,1,-1,-19
O=C(Cc1ccccc1F)NCC(=O)Nc1ccccc1Br,-3,11,7,-5,-0.1,1.0,4,0,-1
COc1ccccc1CNCC(=O)Nc1ccc(C(F)(F)F)cc1,0,-3,8,11,-0.2,-0.4,2,3,0
CCN(C(=O)c1cc(S(=O)(=O)N2CCc3ccccc32)cn1C)c1ccccc1,-1,4,5,8,0.0,1.9,2,1,19
CC(C(=O)Nc1ccc2c(c1)OCO2)N1CCN(C)CC1 (stereo not drawn),0,-2,-5,2,0.0,-1.3,-1,4,2
Cc1cc(C(=O)Nc2c(C)n(C)n(-c3ccccc3)c2=O)c(C)o1,0,3,4,-10,3.6,2.8,0,2,-2
O=C(/C=C/c1ccc(Cl)cc1)Nc1ccc(N2CCCCC2)cc1,-5,-2,-15,-9,0.0,4.8,-3,3,4
CC(C)C(NC(=O)Cc1ccccc1[N+](=O)[O-])C(C)C,-1,0,-5,-4,0.0,-0.5,1,-3,-6
CCN(CC)S(=O)(=O)c1cccc(NC(=O)COc2ncnc3sccc23)c1,3,-9,5,13,0.0,0.8,6,0,4
CC(C)C[C@H](NC(=O)c1nc[nH]c1C(=O)N1CCC(C)CC1)C(=O)OC(C)(C)C,1,-1,-22,0,0.2,1.2,5,-3,-9
COc1ccccc1/C=C/C=C1\Oc2c(ccc(O)c2CN(C)C)C1=O,1,13,11,-6,0.0,-1.4,-3,32*,-5
O=C(OCCOCn1cc(Br)c(=O)[nH]c1=O)c1ccccc1,1,-6,3,-12,0.1,2.4,0,4,0
CCN(c1ccccc1)S(=O)(=O)c1ccc(C(C(=O)OC)C(=O)OC)c([N+](=O)[O-])c1,2,4,5,17,-0.1,0.7,-4,0,0
CCCOc1ccc(N2C(=O)CC(NCC(=O)OCC)C2=O)cc1 (stereo not drawn),-3,10,-13,-2,0.1,-3.1,2,-1,-1
Cc1ccc(OCC(=O)NNC(=O)Cn2nnc(-c3ccccc3)n2)cc1,0,3,-10,1,0.1,-1.1,-8,-4,-2
CC(=O)Nc1cccc(NC(=O)Nc2cccc(Cl)c2C)c1,0,-3,3,8,0.1,2.3,1,-2,6
O=C(c1ccccc1)c1ccc(OCCCN2CCCCC2)cc1,-4,5,6,-2,-0.1,3.0,3,-1,-16
CCC1CCCCN1CCCNC(=O)c1cn(CC)c2ccc(S(=O)(=O)N3CCc4ccccc4C3)cc2c1=O (stereo not drawn),4,20,-8,-1,-0.1,-2.5,2,-5,3
COc1ccc(C2CC(c3ccccc3)=NN2c2ccc(/C=N/NC(=O)c3ccncc3)cc2)cc1 (stereo not drawn),7,19,9,-7,-0.1,1.9,4,66*,48*
Nc1cccc(S(=O)(=O)NC2=NCCC2)c1,-5,-1,-6,6,0.1,-2.2,-4,0,-6
CCS(=O)(=O)c1ccc2oc(Nc3cc(Cl)ccc3OC)nc2c1,3,3,3,1,0.1,2.8,0,0,-2
COc1ccccc1C(=O)NCCC(=O)NCC(c1ccco1)N1CCCC1 (stereo not drawn),-6,13,-3,.,0.5,3.0,.,.,.
O=c1ccc(-c2ccccc2)nn1Cc1ccc(F)cc1,2,-11,8,-1,-0.3,0.0,3,-1,0
COc1ccccc1S(=O)(=O)Nc1cc(S(=O)(=O)N2CCCCC2)ccc1N1CCOCC1,-1,-3,-4,-4,0.1,-0.2,-2,0,-1
C/C=C\C(=O)Nc1cccc(C2=NOC3(C2)C[C@H](C(N)=O)N(C(=O)Cc2ccc([N+](=O)[O-])cc2)C3)c1 (stereo partly drawn),2,-3,-13,-7,-0.1,2.4,1,-4,-15
Cc1ccc(O)c(NC(=S)NC(=O)/C=C/c2ccccc2)c1,-2,-1,6,8,0.0,-0.1,-2,-1,21
COc1cc(NC(=O)Cc2ccccc2)cc(OC)c1,4,3,-7,14,-0.1,0.9,3,0,6
COc1ccc(CNC(=O)c2ccc(CS(=O)(=O)c3ccc(Br)cc3)o2)cc1,-3,1,-27,-14,0.0,2.9,0,-1,-1
Cc1ccc(C(=O)Nc2nccc(C)n2)cc1,1,-6,-17,1,-0.2,0.3,-1,1,5
CCOC(=O)c1[nH]c2c(c1-c1ccccc1)C(=O)CC(c1ccc(OC)c(OC)c1)C2 (stereo not drawn),-2,3,15,8,-0.4,2.7,-1,-3,0
CC(O)CNc1nc2ccccc2n1CC(=O)NCCc1ccc(Cl)cc1 (stereo not drawn),-3,-5,5,-1,0.0,2.6,3,-3,2
Cc1ccc(-c2cc(C(=O)O)n[nH]2)o1,4,-1,-24,-5,0.0,-0.1,-2,-3,-2
COc1ccccc1C(=O)NCCC(=O)N(C)CC(=O)Nc1ccc(Cl)cc1,-1,2,4,-6,0.0,-0.9,1,0,-2
Cc1c(C(=O)N/N=C/c2c(O)ccc3ccccc23)nnn1-c1nonc1N,0,9,-9,1,1.0*,0.1,-1,-3,0
CCN(C(=O)c1cccc(S(=O)(=O)N(C)C)c1)C12CC3CC(CC(C3)C1)C2,-2,4,-9,-13,0.6,1.9,-3,-1,2
CCOC(=O)C1CCN(CCC(=O)Nc2cccc(C)c2)CC1,-4,8,4,-7,0.0,0.6,-1,2,-1
COc1ccc(C)c2sc(N(CCN(C)C)C(=O)/C=C/c3cccs3)nc12,0,10,2,-21,-0.2,0.7,0,-2,-7
C=C(C)C(=O)Nc1cccc(C2=NOC3(C2)C[C@H](C(N)=O)N(C(=O)CC#N)C3)c1 (stereo partly drawn),37*,-8,7,5,0.0,-2.4,2,5,-15
CCOc1ccc(Oc2c(/C=N/NC(C)=O)c(C)nn2-c2ccccc2)cc1,-8,3,-3,-11,0.2,-2.3,-3,-6,-8
CSc1ccc(Cl)c(C(=O)Nc2ccc(OCC(N)=O)cc2)c1,-1,11,-3,1,-0.1,-0.3,3,0,-10
Cc1ccc(Cl)cc1N1CCN(S(=O)(=O)c2cnc[nH]2)CC1,4,-13,5,3,0.0,2.5,-1,5,-7
COC(=O)CCC(=O)OC1(C)C(=O)C2=CN(CCCOC(C)C)C(c3ccc(OC)cc3)=CC2=C(Br)C1=O (stereo not drawn),13,33,-10,-3,-0.1,-0.9,11,-9,-8
CCOC(=O)c1c(C2CC2)csc1NC(C)=O,-1,25,3,6,0.0,1.3,3,-8,-2
CCCCc1noc2c1/C(=N\O)CC(c1ccccc1)C2 (stereo not drawn),1,16,21,4,-0.2,-0.8,4,4,2
Cc1cc(C)c2c(N)c(C(=O)NCC3CCCCC3)sc2n1,-1,0,-12,-1,-0.1,3.4,2,3,-2
Clc1ccccc1CNc1ncnc2nc[nH]c12,-3,-10,-10,-11,0.5,2.9,0,-2,2
Brc1cc(Br)c2nc(-c3cccs3)ccc2c1,-2,-5,-1,-4,0.1,-1.9,3,-3,48*
CC(=O)c1cccc(NS(=O)(=O)c2cc3c(cc2C)N(C(C)=O)CCO3)c1,-7,3,12,-2,-0.1,-1.4,-1,-1,-4
# The results go on.
SMILES,PP1 inh,PREPL inhibitor,ZTA DNA inh,EBNA-1 inh,Efflux pump mplx,PP5 inh,CTSL1 counter,TPT1 inhibitor,core dimer inh
COc1cc(/C=C(/C#N)C(=O)c2c(C)[nH]c3ccccc23)ccc1OCC#N,-4,5,2,-1,0.1,-1.7,5,6,10
CN(c1ccc(C(=O)N2CCCCCC2)cc1)S(=O)(=O)c1ccccc1,-3,0,-3,.,-0.2,3.2,.,.,.
O=c1[nH]c(CSc2ncnc3sccc23)nc2ccccc12,-3,-11,-11,-1,-0.1,0.9,4,-6,2
Cc1cc2sc3ccccc3c(=O)c2c(C)c1O,-1,18,17,8,0.0,0.1,1,-3,13
NC(=O)CCn1c(=O)oc2ccccc21,-1,3,4,15,0.1,1.5,-1,-2,2
Cc1ccc(C)c(N2CCN(S(=O)(=O)c3ccc4[nH]c(=O)c(=O)[nH]c4c3)CC2)c1,6,5,4,-6,0.3,2.8,0,3,7
O=C(c1ccccn1)N1CCCC(N2CCN(Cc3ccc4c(c3)OCO4)CC2)C1 (stereo not drawn),-4,6,-5,-15,0.1,2.0,-2,-2,-3
O=C(COc1ccccc1)NNC(=O)c1cc2ccccc2oc1=O,1,10,13,0,0.1,-0.3,-10,-5,-8
COC(=O)Cn1cnc2c(nnn2-c2cccc(OC)c2)c1=O,3,-1,7,10,-0.2,0.2,-2,1,-1
CCCCNS(=O)(=O)c1ccc(OCC(=O)OC)cc1,1,9,-12,-6,0.0,-0.4,1,-3,-9

# Brought forward from above: three entries, followed by the next part.
SMILES,PP1 inh,PREPL inhibitor,ZTA DNA inh,EBNA-1 inh,Efflux pump mplx,PP5 inh,CTSL1 counter,TPT1 inhibitor,core dimer inh
O=C(COc1ccccc1)NNC(=O)c1cc2ccccc2oc1=O,1,10,13,0,0.1,-0.3,-10,-5,-8
COC(=O)Cn1cnc2c(nnn2-c2cccc(OC)c2)c1=O,3,-1,7,10,-0.2,0.2,-2,1,-1
CCCCNS(=O)(=O)c1ccc(OCC(=O)OC)cc1,1,9,-12,-6,0.0,-0.4,1,-3,-9
CCOc1cc(C2C3=C(CCCC3=O)Nc3nc(C(=O)OC)nn32)ccc1OC (stereo not drawn),-1,12,12,-1,1.4*,2.9,-5,4,-1
COc1ccc(NC(=O)CN(c2ccc(C)cc2)S(=O)(=O)c2c(C)nn(C)c2C)cc1OC,-13,12,-2,2,0.0,1.0,4,0,2
COc1ccc(CCNC(=O)CCS(=O)(=O)c2ccc3c(c2)oc(=O)n3C)cc1OC,-2,9,-8,-1,0.2,0.7,-1,-1,1
CCn1c(-c2cc(-c3ccccc3)sc2N)n[nH]c1=S,3,12,6,2,-0.3,1.9,0,-3,-13
C#CCOCCOCCOCCNc1nc(N2CCN(C(=O)C([C@@H](C)CC)n3cc(C(N)CO)nn3)CC2)nc(N2CCN(C(=O)C([C@@H](C)CC)n3cc(C(N)COC(=O)C(F)(F)F)nn3)CC2)n1 (stereo partly drawn),7,16,2,-8,0.0,3.2,11,0,-19
Cc1ccc(NS(=O)(=O)c2ccc(NC(=O)c3cccs3)cc2)cc1,7,-1,11,-7,-0.1,7.9,1,0,5
C/C(=N\O)C(C)(C)Nc1ccc(F)cc1,-5,-1,2,-12,0.2,1.7,-3,2,-3
Cc1ccnc(NS(=O)(=O)c2cnc(Cl)c(Br)c2)c1,-2,6,0,0,0.2,1.3,3,2,-4
CCc1nnc(NC(=O)CN2C(=O)N(C)C3(CCCCC3)C2=O)s1,-2,2,-8,.,0.1,3.7,.,.,.
COc1cccc(CNC(=O)c2cc(COc3c(F)cccc3F)on2)c1,0,50*,-28,-1,0.1,-1.7,2,0,0
CCOC(=O)c1c(S(=O)(=O)Nc2cccc(Cl)c2)c(C)n(C)c1C,6,-10,-16,-11,-0.1,1.7,-9,-5,-4
COc1cccc(CNC(=O)CCCc2cn(C)c3ccccc23)c1,1,-11,-1,11,-0.1,1.6,-8,-3,-2
COC(=O)[C@H](CC(C)C)NC(=O)c1cc2c(cn1)[nH]c1ccccc12,4,7,6,12,-0.1,5.6,10,1,-2
CCOc1cc(-c2nc3ccccc3s2)ccc1O,2,12,21,11,-0.1,2.7,5,-1,0

# Assay outcomes: PubChem, several laboratories

# An excerpt (hit frequency here may not be typical).
